# Salmonella PhoP GFP – PhoP regulon inhibitors, Salmonella typhi PhoP promoter GFP reporter, confirmatory (AID 1850) | Salmonella Typhi PhoP-promoter GFP reporter, fluorescence, 4 h; higher % means a stronger effect | one-dose inhibition, % at 50 µM; IC50 in µM for titrated hits | 310,000 tested, 0.33% active; in the data active means a potency from the dose series; inconclusive means inhibition mostly from about 25% at the one dose, without a potency; inactive means the rest, 99 in 100 with inhibition below about 19%;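 further: 0% = induced wells with vehicle and 100% = uninduced wells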
# M. tuberculosis – growth inhibition of non-replicating M. tuberculosis (AID 488890). Mycobacterium tuberculosis non-replicating, growth inhibition; higher % means a stronger effect. one-dose inhibition, % at 25 µM; IC50 in µM for titrated hits. 320,000 tested, 0.39% active; in the data active means a potency from the dose series; inconclusive means inhibition mostly from about 82% at the one dose, without a potency; inactive means the rest, 99 in 100 with inhibition below about 76%;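 further: plate controls were DMSO cells for no effect and high antibiotic wells for full effect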
# H37Rv inhibition – M. tuberculosis growth inhibition, HTS (AID 449762). M. tuberculosis H37Rv growth inhibition, 7H9 media; higher % means a stronger effect. inhibition, % at 25 µM; hits with a dose series show IC50 in µM. 330,000 tested, 0.59% active; in the data active means a potency from the dose series; inconclusive means inhibition above about 70% without an active follow-up result;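 further: bacterial growth assessed after seven days of incubation; strong numbers were not always called active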
# inhibitors of VEEV – inhibitors of VEEV TC-83 cytopathic effect, confirmation, Vero cells (AID 588727); inhibition, % at 20 µM; hits with a dose series show IC50 in µM; 350,000 tested, 0.13% active; Vero cells, VEEV TC-83 cytopathic effect inhibition; higher % means a stronger effect; in the data active means a potency from the dose series; inconclusive means inhibition mostly from about 14% at the one dose, without a potency; inactive means the rest, 99 in 100 with inhibition below about 12%; further: strong numbers were not always called active
# H1N1 NS1A inhibition – H1N1 influenza NS1A inhibitors, functional cell based assay (AID 504329). one-dose inhibition, % at 12.5 µM; IC50 in µM for titrated hits. 340,000 tested, 0.3% active. NS1A functional cell-based assay, percent inhibition; higher % means a stronger effect; in the data active means a potency from the dose series; inconclusive means inhibition above about 27% without an active follow-up result; further: strong numbers were not always called active
# inhibitors of VEEV 10K pilot screen – recorded beside inhibitors of VEEV, whose call it bears; inhibition, %; measured here: 10K pilot screen inhibition
# An asterisk follows results filed as active; i = inactive; ? = inconclusive; . = not tested or not shown.
# Preview (14 entries):
SMILES,Salmonella PhoP GFP,M. tuberculosis,H37Rv inhibition,inhibitors of VEEV,H1N1 NS1A inhibition,others
Cc1ccc(Cl)c(OCC(=O)Nc2cccnc2)c1,1.8%,62.0%,4.8%,3.9%,0.5%,
S=C(Nc1ccc(Cl)cc1)Nc1ccc2cn[nH]c2c1,3.9%,77.2%,2.5%,3.4%,-2.8%,
CCCCNC(=O)Nc1nnc(-c2ccc(OCC)cc2)o1,0.0%,i,>100µM*,11.9%,4.1%,
OC(COC(c1ccc(Cl)cc1)c1ccc(Cl)cc1)CN1CCc2ccccc2C1 (stereo unspecified),1.8%,78.1%,18.8µM*,1.2%,4.2%,
CCN(c1ccccc1)S(=O)(=O)c1ccc(Cl)c(NC(=O)COC(=O)c2ccc(Cl)c(N)c2)c1,2.7%,-0.9%,5.5%,1.6%,7.2%,
COc1cc(C(=O)NCc2nnc(SCC(=O)NC3CCCCC3)o2)cc(OC)c1OC,0.2%,-11.7%,2.1%,3.4%,-4.0%,
COCCN(C(=S)Nc1cccc(C)c1)C(C)c1cccnc1 (stereo unspecified),2.0%,3.0%,4.4%,i,-6.8%,
CCOC(=O)c1cc(-c2ccccc2)sc1NC(=O)c1cc(OC)c(OC)c(OC)c1,-6.2%,4.5%,5.1%,2.8%,-7.1%,
CNc1ccc(N=Nc2cccc3ncccc23)cc1,.,.,.,6.6%,-2.4%,
COc1ccccc1N1CCN(CC(=O)c2c(C)[nH]c3cc(C)ccc23)CC1,15.4%,28.1%,7.1%,8.4%,10.7%,
CC(=O)c1ccc2c(c1)C1C=CCC1C(c1cc3c(cc1Br)OCO3)N2 (stereo unspecified),-10.7%,23.5%,21.6%,0.0%,11.6%,inhibitors of VEEV 10K pilot screen=6.2
O/N=C/Cc1[nH]c2ccccc2c1-c1ccccc1,-0.7%,-2.7%,4.5%,1.0%,-5.0%,
Cc1[nH]n(-c2ccccc2)c(=O)c1C(=O)c1cccc(F)c1,2.5%,69.0%,19.3%,i,3.6%,
Cc1cccc(N2CC(c3nc4ccccc4[nH]3)CC2=O)c1 (stereo unspecified),-2.9%,4.2%,10.9%,0.7%,-2.4%,

# This part in full, repeating the preview:
SMILES,Salmonella PhoP GFP,M. tuberculosis,H37Rv inhibition,inhibitors of VEEV,H1N1 NS1A inhibition,others
Cc1ccc(Cl)c(OCC(=O)Nc2cccnc2)c1,1.8%,62.0%,4.8%,3.9%,0.5%,
S=C(Nc1ccc(Cl)cc1)Nc1ccc2cn[nH]c2c1,3.9%,77.2%,2.5%,3.4%,-2.8%,
CCCCNC(=O)Nc1nnc(-c2ccc(OCC)cc2)o1,0.0%,i,>100µM*,11.9%,4.1%,
OC(COC(c1ccc(Cl)cc1)c1ccc(Cl)cc1)CN1CCc2ccccc2C1 (stereo unspecified),1.8%,78.1%,18.8µM*,1.2%,4.2%,
CCN(c1ccccc1)S(=O)(=O)c1ccc(Cl)c(NC(=O)COC(=O)c2ccc(Cl)c(N)c2)c1,2.7%,-0.9%,5.5%,1.6%,7.2%,
COc1cc(C(=O)NCc2nnc(SCC(=O)NC3CCCCC3)o2)cc(OC)c1OC,0.2%,-11.7%,2.1%,3.4%,-4.0%,
COCCN(C(=S)Nc1cccc(C)c1)C(C)c1cccnc1 (stereo unspecified),2.0%,3.0%,4.4%,i,-6.8%,
CCOC(=O)c1cc(-c2ccccc2)sc1NC(=O)c1cc(OC)c(OC)c(OC)c1,-6.2%,4.5%,5.1%,2.8%,-7.1%,
CNc1ccc(N=Nc2cccc3ncccc23)cc1,.,.,.,6.6%,-2.4%,
COc1ccccc1N1CCN(CC(=O)c2c(C)[nH]c3cc(C)ccc23)CC1,15.4%,28.1%,7.1%,8.4%,10.7%,
CC(=O)c1ccc2c(c1)C1C=CCC1C(c1cc3c(cc1Br)OCO3)N2 (stereo unspecified),-10.7%,23.5%,21.6%,0.0%,11.6%,inhibitors of VEEV 10K pilot screen=6.2
O/N=C/Cc1[nH]c2ccccc2c1-c1ccccc1,-0.7%,-2.7%,4.5%,1.0%,-5.0%,
Cc1[nH]n(-c2ccccc2)c(=O)c1C(=O)c1cccc(F)c1,2.5%,69.0%,19.3%,i,3.6%,
Cc1cccc(N2CC(c3nc4ccccc4[nH]3)CC2=O)c1 (stereo unspecified),-2.9%,4.2%,10.9%,0.7%,-2.4%,
CC1=NNC(=O)C1Cc1c(Cl)cccc1Cl (stereo unspecified),5.6%,16.1%,19.3%,0.1%,-1.3%,
COC(=O)C1=C(N)Oc2cc(C)n(CC3CCCO3)c(=O)c2C1c1ccc(Cl)c(Cl)c1 (stereo unspecified),-3.7%,0.8%,-6.7%,i,22.2%,
Cc1ccc(NC(=O)COC(=O)C2CC3CCCC(C2)C3=O)c([N+](=O)[O-])c1 (stereo unspecified),.,17.5%,-8.2%,2.4%,2.3%,
COCCNC(=S)N=Nc1c(O)[nH]c2ccc([N+](=O)[O-])cc12,31.0%,-9.0%,9.0%,i,-7.2%,
CCOC(=O)c1c(C)[nH]c(C(=O)OCC(=O)c2ccc3c(c2)NC(=O)CO3)c1C,7.2%,2.2%,2.9%,2.9%,1.6%,
COc1cccc(C(=O)NCCCNC(=O)c2cccnc2)c1,-0.5%,-5.1%,-2.9%,0.4%,8.1%,
COc1ccc(N)cc1C#N,6.4%,?,-3.7%,1.5%,-23.4%,
CC1(C2CC2)NC(=O)N(CC(=O)N2CCN(S(=O)(=O)c3ccc(F)c(F)c3)CC2)C1=O (stereo unspecified),.,29.6%,-6.1%,0.3%,0.8%,
NS(=O)(=O)c1ccc(CCNC(=O)c2ccccc2F)cc1,4.0%,1.6%,-13.9%,2.0%,-4.2%,
Cc1ccc(NC(=O)C2=C(O)CCn3c2nc2ccccc23)cc1,1.9%,73.9%,1.21µM*,2.0%,0.9%,
CCOc1cc(N2CCOCC2)c(OCC)cc1NC(=O)C1=COCCO1,.,-4.9%,2.0%,i,-17.1%,
CCc1c(C)nc(SCC(=O)N2CCN(c3ccccc3)CC2)[nH]c1=O,-5.0%,25.0%,12.1%,2.2%,-6.1%,
Cc1nc(N2CCN(C(=O)c3ccco3)CC2)c2c3c(sc2n1)CCC3,4.0%,33.3%,23.8%,10.9%,3.9%,
COCCCN1C(=O)C(=O)/C(=C(/O)c2ccc(OCC(C)C)cc2)C1c1cccnc1 (stereo unspecified),2.9%,-2.2%,-12.5%,0.1%,-1.9%,
O=C(Nc1cccc(-c2cccc(Cl)c2)c1)C1CCN(CC2CCOC2)CC1 (stereo unspecified),-6.2%,39.3%,1.3%,6.0%,-10.5%,
CCOc1ccc(C(C(=O)NC2CCCCC2)N(CCOC)C(=O)c2snc(C(N)=O)c2N)cc1 (stereo unspecified),1.8%,57.0%,3.2%,0.5%,-0.8%,
Cc1cc(C)c2c(N)c(C(=O)NN3CC(=O)N(c4ccccc4)CC3=O)sc2n1,-4.0%,3.6%,1.2%,1.3%,-19.1%,
Nc1ccc2c(c1)Oc1ccccc1C=C2,4.5%,44.7%,?,9.3%,8.4%,
CCOc1cccc2cc(C(=O)N3CCc4ccccc43)c(=O)oc12,-10.2%,1.0%,-1.8%,i,-4.2%,inhibitors of VEEV 10K pilot screen=0.5
CCOC(=O)CNC(=O)Cn1c(C)cc2ccccc2c1=O,23.8%,-13.8%,-9.5%,i,7.9%,
CC(=O)C1=C(C)Nc2ncnn2C1c1ccc(Cl)cc1 (stereo unspecified),-6.1%,-7.5%,0.8%,7.0%,4.8%,
COc1ccc(-c2noc(C3CCCN(C(=O)c4ccccc4OC)C3)n2)cc1 (stereo unspecified),-2.0%,29.6%,0.5%,i,-1.3%,
Cc1cc2c(cc1C)NC1=C(N2)OC(c2cccc(O)c2)C1=O (stereo unspecified),-0.7%,-13.0%,-1.8%,1.6%,4.4%,
COCCCNC(=O)CC1C(=O)N(Cc2ccccc2)C(C)c2nc3ccccc3n21 (stereo unspecified),-1.2%,4.2%,-6.7%,i,-2.3%,
Cc1ccc(C(=O)N2CCN(c3ncnc4c(-c5ccccc5)nsc34)CC2)cc1,0.4%,-2.2%,0.9%,.,.,
COc1ccc(CC(=O)O/N=C(\N)Cc2cccc3ccccc23)cc1,-8.4%,42.9%,-2.0%,i,-3.0%,inhibitors of VEEV 10K pilot screen=0.2
CCOP(=O)(c1ccccc1)c1nc(-c2ccc(F)cc2)oc1N1CCCCC1 (stereo unspecified),-5.6%,23.8%,6.8%,5.6%,-6.0%,
CSc1ccc(Cn2nnc(C(=O)NCCc3ccc(Cl)cc3)c2N)cc1,9.5%,-0.3%,2.9%,i,-4.0%,
Cc1ccc(C(=O)Nc2cccc(-c3nc4ncccc4o3)c2)cc1,-12.0%,0.4%,0.3%,?,-1.2%,
c1ccc(-c2cnnc(N3CCOCC3)n2)cc1,9.0%,-26.0%,0.6%,5.4%,7.0%,
CCOc1ccccc1NC(=O)COC(=O)CC(C)(C)CC1=NS(=O)(=O)c2ccccc2N1,5.0%,11.3%,0.0%,i,0.8%,
O=C(O)CCn1c(Cc2ccccc2)nc2ccccc21,1.4%,-13.9%,-1.2%,0.2%,0.5%,
Cc1cc(NC(=O)CSc2nc3ccccc3s2)no1,3.5%,?,3.1%,0.1%,-17.8%,
c1ccc(CC2CCCNC2)cc1 (stereo unspecified),4.4%,-7.5%,2.6%,0.7%,1.1%,
COc1cc(/C=N/NC(=O)CCN2CCN(Cc3ccccc3)CC2)cc(OC)c1OC,6.7%,-5.2%,3.3%,0.4%,-4.1%,
O=C(Nc1ccc(F)cc1)c1cncs1,5.4%,-9.0%,2.6%,0.5%,-2.0%,
# (further entries)
SMILES,Salmonella PhoP GFP,M. tuberculosis,H37Rv inhibition,inhibitors of VEEV,H1N1 NS1A inhibition,others
CC(C)CC(=O)NS(=O)(=O)c1ccc(N)cc1,4.4%,-8.8%,-2.1%,0.7%,1.8%,
COc1ccc(NC(=O)Cn2nc(C(F)(F)F)c3c2CCCC3)cc1OC,-13.1%,5.5%,-6.2%,3.1%,-0.8%,
C#CCn1c(O)c(N=NC(=O)C(O)c2ccccc2)c2ccccc21 (stereo unspecified),2.4%,-2.6%,-4.8%,3.1%,12.9%,
COc1ccnc(Oc2ccc(C)cc2)c1C#N,5.6%,-0.9%,3.7%,1.5%,-0.9%,
COc1cc(C(=O)Nc2ccc(-c3nc4cc(C)ccc4o3)c(O)c2)cc(OC)c1OC,-0.8%,-3.5%,-8.7%,8.6%,-0.3%,
COc1cc2cc(CN(CCCN3CCOCC3)C(=O)Nc3ccc(F)cc3)c(=O)[nH]c2cc1OC,2.0%,-18.1%,3.0%,1.0%,-11.5%,
COc1cccc(S(=O)(=O)Nc2cccc(C(=O)N3CCCC3)c2)c1,-9.1%,-13.5%,5.6%,2.1%,-3.8%,
Cc1[nH]c2ccccc2c1C(=O)COC(=O)C(C)C,-3.5%,.,.,0.2%,4.9%,
CCOC(=O)c1ccc(-n2c(CCC(=O)O)ccc2-c2ccc(F)cc2)cc1,-2.8%,26.2%,?,i,-19.8%,
CC(=O)OCCNC(=O)c1cc2ccccc2oc1=O,-6.8%,-10.9%,0.5%,3.1%,0.4%,

# The list goes on, starting with the last 2 of the part before.
SMILES,Salmonella PhoP GFP,M. tuberculosis,H37Rv inhibition,inhibitors of VEEV,H1N1 NS1A inhibition,others
CCOC(=O)c1ccc(-n2c(CCC(=O)O)ccc2-c2ccc(F)cc2)cc1,-2.8%,26.2%,?,i,-19.8%,
CC(=O)OCCNC(=O)c1cc2ccccc2oc1=O,-6.8%,-10.9%,0.5%,3.1%,0.4%,
CC1(C)NC(=O)N(CC(=O)OCC(=O)NC(=O)c2ccccc2)C1=O,6.4%,1.6%,-0.4%,1.1%,-13.7%,
COc1ccc(CN2CCNC(=O)C2CC(=O)N(C)CCC2CCOCC2)c(OC)c1 (stereo unspecified),1.7%,6.0%,-6.1%,1.6%,-11.0%,
CN([C@@H](C(=O)OC(C)(C)C)c1ccccc1)S(=O)(=O)c1cccc(S(=O)(=O)N(C)[C@@H](C(=O)OC(C)(C)C)c2ccccc2)c1,-20.7%,-6.0%,2.6%,i,0.1%,
C=CCOC(=O)C1=C(C)NC(=O)NC1c1ccc2c(c1)OCO2 (stereo unspecified),-3.3%,0.3%,-4.3%,0.8%,-6.1%,
Cc1ccc(C(=O)OC2CCCN(C)C2)cc1 (stereo unspecified),-10.2%,-24.7%,-0.2%,0.6%,-1.6%,
COc1ccc(C(=O)n2nc(C)cc2C)cc1OC,2.1%,20.7%,3.5%,i,16.6%,
Cc1[nH]c2ccccc2c1C(=O)C(C)OC(=O)c1ccc(Cl)nc1 (stereo unspecified),-2.2%,34.2%,13.4%,10.1%,-4.0%,
CCOCCOC(=O)C1=C(C)NC2=C(C(=O)CC(c3cccs3)C2)C1c1ccsc1 (stereo unspecified),-2.3%,15.0%,4.0%,i,0.7%,

# Screens as filed in PubChem BioAssay.
